# Screening data as filed in PubChem.
# miR-122 sensor = miR-122 inhibition in Huh7 cells; activation (reporter increase), % at 12.5 µM; AID 602342; Huh7 miR-122 Renilla luciferase sensor, 48 h; neutral wells = 0, positive control = 100; 340,000 compounds, 0.3% hits;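 active means mean replicate activation score at least 90 and every replicate individually at or above 90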;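 further: higher luciferase means less miR-122 activity so hits act as miR-122 inhibitors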
# SIRT5 block = inhibitors of human sirtuin-5 desuccinylase. inhibition, % at 15 µM. Q9NXA8. Purified SirT5, succinyl-peptide AMC, trypsin-coupled fluorescence. AID 652115. 330,000 compounds, 1.1% hits; in the data active means inhibition above about 15%
# Target sequence (Q9NXA8 whole entry, looked up): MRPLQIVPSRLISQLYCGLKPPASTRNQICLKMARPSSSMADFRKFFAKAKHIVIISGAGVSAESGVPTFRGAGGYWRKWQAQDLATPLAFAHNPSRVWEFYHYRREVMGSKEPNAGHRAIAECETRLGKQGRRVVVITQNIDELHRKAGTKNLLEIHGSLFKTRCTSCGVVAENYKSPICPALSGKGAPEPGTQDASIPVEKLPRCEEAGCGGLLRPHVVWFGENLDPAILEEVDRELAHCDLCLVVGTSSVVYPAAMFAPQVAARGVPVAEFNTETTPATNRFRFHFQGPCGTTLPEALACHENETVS
# Cneo AK release = Cryptococcus neoformans lysis via adenylate kinase release. C. neoformans lysis, adenylate kinase release luminescence, 4 h; normalised: neutral wells 0, clomiphene wells 100. lysis activity, % at 15 µM. 360,000 compounds, 0.2% hits. AID 651654;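 active means mean lysis activity across replicates of at least 80%, whatever share of replicates individually reach that level; inactive means mean lysis activity below 80%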
#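 Test system: log-phase Cryptococcus neoformans yeast cells. Input: 5 × 10^6 yeast cells/mL. Medium: fresh YPD growth medium. Doses: single dose. Incubation: static 4 h at 37 °C with compound, 1 h detection. Measured by: luminescent adenylate kinase detection reagent. Read-out: signal increase indicating cell lysis. Benchmarks: Clomiphene.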
# Statin myotox sup = protects C2C12 myotubes from simvastatin toxicity; ATP luminescence, 48 h; scaled: DMSO 0, geranylgeraniol control 100; rescue of ATP level, % at 7.49 µM; 330,000 compounds, 0.78% hits;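 active means mean ATP rescue above about 67%, or every replicate alone reaching that limit, limit read from the data, passing the limit was not always enough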;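 further: myotubes were challenged with 10 µM simvastatin during compound exposure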
# ERp5 block = ERp5 (human) disulfide isomerase inhibition; ERp5 insulin aggregation, absorbance 650 nm, 90 min; inhibition, % at 9.99 µM; 350,000 compounds, 0.05% hits; AID 651711;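 active means mean replicate inhibition above about 25%, with every replicate also reaching it, limit read from the data, passing the limit was not always enough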
# Target sequence (Q15084 whole entry, looked up): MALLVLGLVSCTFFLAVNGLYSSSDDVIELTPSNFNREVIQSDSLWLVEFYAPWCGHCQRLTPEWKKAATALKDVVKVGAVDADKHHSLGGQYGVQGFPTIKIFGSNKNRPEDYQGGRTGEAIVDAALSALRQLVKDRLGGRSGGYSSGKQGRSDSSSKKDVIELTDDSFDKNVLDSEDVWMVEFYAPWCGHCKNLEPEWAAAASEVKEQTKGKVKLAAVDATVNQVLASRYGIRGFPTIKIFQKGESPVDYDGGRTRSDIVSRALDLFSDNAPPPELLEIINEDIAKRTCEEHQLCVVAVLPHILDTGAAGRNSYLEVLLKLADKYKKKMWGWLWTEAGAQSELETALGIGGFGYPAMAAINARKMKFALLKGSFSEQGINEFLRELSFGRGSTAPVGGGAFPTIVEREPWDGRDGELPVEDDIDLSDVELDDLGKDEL
# esBAF inh = SWI/SNF esBAF complex inhibition | 350,000 compounds, 2% hits | mouse ES cells, Bmi1-luciferase knock-in reporter, 24 h; 100% = twice the neutral-well signal | AID 602393 | reporter increase, % at 12.5 µM; in the data active means activation above about 40%;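 further: 0% = median of the plate's neutral control wells and 100% = double that signal; a rise in the Bmi1 reporter signal indicates esBAF inhibition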
# ARNT TACC3 PPI = disrupts binding between human ARNT and TACC3; AlphaScreen His-ARNT PAS-B/GST-TACC3 binding, luminescence; TACC3 fragment carries E629A point mutation; inhibition, % at 9.99 µM; 390,000 compounds, 0.66% hits; AID 623870;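 active means mean inhibition of replicates at least 50% and at least half of replicates each reaching 50%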;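 further: 0% = complete ARNT plus TACC3 wells and 100% = ARNT alone without TACC3; many hits fall short of the cut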
# * hit, by the source's call; x = no result given; [ ] = another dose, or the depositor's remark. An unsorted share of the library; about 4% have a hit in one of these screens.
Molecule | miR-122 sensor | SIRT5 block | Cneo AK release | Statin myotox sup | ERp5 block | esBAF inh | ARNT TACC3 PPI
O=C(CN1CCN(C(=O)c2ccc(OCc3cn4ccccc4n3)cc2)CC1)Nc1cccc(F)c1 | -7 | x | -2 | -10 | -12 | 22 | -22
O=C(C[C@H]1C=C[C@@H](NC(=O)C2CCC2)[C@@H](CO)O1)NC1CCC1 | 2[16.7 µM] | -2 | 2 | 1 | -1 | 3 | -11
O=C(O)c1ccc2c(c1)C(=O)N(CCC1=CCCCC1)C2=O | -1 | x | 3 | -9 | x | 8 | -13
CC(=O)Nc1ccc(S(=O)(=O)C(C#N)c2nc3ccccc3nc2NCCCO)cc1 (configuration not stated) | 1 | -7 | 3 | 6 | 3 | 4 | 0
O=C(Nc1ccccc1N1CCCCC1)c1ccc(F)cc1 | -2 | x | -6 | 8 | x | -4 | -9
O=C(Cn1ncn2c(cc3ccccc32)c1=O)NCCc1cccs1 | -1 | x | 0 | -5 | x | 1 | -1
COc1cc(NC(=O)c2cc(C)nc3ccccc23)cc(OC)c1 | x | -8 | x | x | -3 | x | 3
Cc1scc(C(=O)N2CCN(S(C)(=O)=O)CC2)c1-c1ccccc1 | -12 | x | 0 | 14 | x | -3 | 13
N#C/C(C(=O)NCc1ccco1)=C1/SC(Cc2ccc(Cl)cc2)C(=O)N1c1ccccc1 (configuration not stated) | -9 | x | 2 | x | x | -1 | -4
Cc1ccccc1NS(=O)(=O)c1nnc(NC(=O)c2ccccc2C)s1 | 0 | 7 | 2 | -2 | -6 | -7 | -5
O=C(CN1CCCc2ccccc21)Nc1cccc(S(=O)(=O)N2CCOCC2)c1 | x | 6 | 0 | -12 | 0 | x | -3
O=C(Nc1ccc(Cl)c(S(=O)(=O)N2CCOCC2)c1)c1cn2ccccc2n1 | x | 0 | x | x | 0 | x | 17
Cc1nc(N2CCC(C(N)=O)CC2)c2c(-c3cccs3)csc2n1 | 6 | 0 | -1 | 3 | -3 | -6 | 0
COc1cc(/C=C(/C#N)c2ccccc2F)ccc1OCc1ccccc1 | x | -1 | x | x | -1 | x | 0
O=C(NCc1ccc2c(c1)OCO2)NC1CCCCC1 | x | 1 | x | x | -3 | x | -8

Molecule | miR-122 sensor | SIRT5 block | Cneo AK release | Statin myotox sup | ERp5 block | esBAF inh | ARNT TACC3 PPI
COc1ccc(CC(=O)NC(C)CCc2ccccc2)cc1OC (configuration not stated) | x | -3 | 0 | 40 | 2 | -4 | -3
COCCNC(=O)CSc1nc2cc(OC)c(OC)cc2c(=O)n1Cc1ccco1 | -3 | x | 5 | 14 | x | -1 | 9
COc1ccc(-c2nnc(NC(=O)c3ccc(S(=O)(=O)N4COCC4(C)C)cc3)o2)cc1 | -4 | x | 2 | -11 | x | 2 | 17
CCOC(=O)c1cnc(-n2[nH]c(C)cc2=O)[nH]c1=O | -1 | 7 | x | x | -2 | x | 70*
CCCn1cc(S(=O)(=O)c2ccccc2)c(=O)c2cc(OC)c(OC)cc21 | -3 | -8 | 6 | 21 | -3 | -5 | 0
O=C(c1ccco1)N1CCCC(c2nc(-c3ccc(S(=O)(=O)NCc4ccccc4)cc3)no2)C1 (configuration not stated) | 20 | x | x | -28 | x | 6 | -9
N#C[C@@H]1[C@H](c2ccc(C#Cc3ccccc3F)cc2)[C@H](CO)N1C(=O)C1CCC1 | x | 3 | -8 | -4 | 7 | 14 | 14
Cc1ccc(OCC(=O)N(Cc2cccs2)C2CCS(=O)(=O)C2)cc1C (configuration not stated) | x | -2 | x | x | 2 | x | 6
NCCCNC(=O)Cn1c(=O)c2c3c(sc2n(Cc2ccccc2)c1=O)CCCC3 | 10 | -2 | 0 | 21 | 0 | -10 | -8
Cc1cc(-n2cnc3c(=O)[nH]cnc32)ccc1N | x | 0 | 0 | 8 | 4 | -5 | 6
Cc1nnc(SCc2ccccc2)n1N | -5 | x | -1 | 17 | x | 1 | -3
COCCNc1nnc(Cc2ccccc2)c(=O)[nH]1 | -3 | -4 | -5 | 3 | -1 | 9 | 8
NS(=O)(=O)c1ccc(CCNC(=O)CSc2ccsc2[N+](=O)[O-])cc1 | -3 | 0 | -1 | -2 | -7 | -4 | 12
CC(=O)N(C)C[C@H]1Oc2cc(-c3cncnc3)ccc2S(=O)(=O)N([C@@H](C)CO)C[C@H]1C | -1[16.7 µM] | 13 | -2 | 10 | -7 | 5 | 4
COc1ccc(S(=O)(=O)NCCCCC(=O)O)cc1C(=O)O | -1 | -1 | -2 | 11 | 0 | 1 | -4

# A different layout for some results above.
# Every second line gives: miR-122 sensor	SIRT5 block	Cneo AK release	Statin myotox sup	ERp5 block	esBAF inh	ARNT TACC3 PPI
O=C(c1ccco1)N1CCCC(c2nc(-c3ccc(S(=O)(=O)NCc4ccccc4)cc3)no2)C1 (configuration not stated)
→ 20	x	x	-28	x	6	-9
N#C[C@@H]1[C@H](c2ccc(C#Cc3ccccc3F)cc2)[C@H](CO)N1C(=O)C1CCC1
→ x	3	-8	-4	7	14	14
Cc1ccc(OCC(=O)N(Cc2cccs2)C2CCS(=O)(=O)C2)cc1C (configuration not stated)
→ x	-2	x	x	2	x	6
NCCCNC(=O)Cn1c(=O)c2c3c(sc2n(Cc2ccccc2)c1=O)CCCC3
→ 10	-2	0	21	0	-10	-8

# New compounds follow.
Molecule | miR-122 sensor | SIRT5 block | Cneo AK release | Statin myotox sup | ERp5 block | esBAF inh | ARNT TACC3 PPI
Cc1nc(SC(C)C)[nH]c(=O)c1Cc1ccccc1 | 14 | x | -2 | 9 | x | 4 | -5
Cc1noc(-c2ccccc2)c1NC(=O)Nc1ccc(Cl)cc1 | x | -3 | x | 12 | x | -4 | -17
CO[C@H]1CN(C)C(=O)c2cc(NC(=O)C3CC3)ccc2OC[C@@H](C)N(C(=O)CN2CCOCC2)C[C@@H]1C | x | -1 | -3 | -1 | -2 | -2 | 0
NC(=O)Cc1ccc(C(=O)c2ccccc2F)s1 | -9 | -10 | 0 | 12 | -2 | 1 | -6
O=C(c1cc(-c2ccc(O)cc2)on1)N1CCN(c2ccc(F)cc2)CC1 | -1 | 3 | -1 | 10 | -1 | 3 | -7
NC(=O)C1CCN(C(=O)CSCc2ccccc2Cl)CC1 | 4 | x | -1 | x | x | 7 | -15
COc1cccc(S(=O)(=O)N2C[C@@H](O)COC[C@@H]3O[C@@H](CC(=O)N4CCOCC4)CC[C@H]32)c1 | -1[16.7 µM] | -2 | 0 | 18 | -4 | 0 | -5
CSc1ccc(Cl)c(C(=O)NCCOc2cc(C(C)C)ccc2C)c1 | 1 | x | 0 | 1 | x | -8 | -8
CN(C)C(=S)SCC(=O)Nc1ccc(Cl)cc1Cl | x | 2 | x | x | -2 | x | -7
O=C(Nc1ccccc1)N1CCCCN2[C@H](CO)[C@H](c3ccc(-c4ccccc4)cc3)[C@H]2C1 | -8[16.7 µM] | 0 | 2 | x | -1 | x | 5
Cc1nonc1-c1csc(N)n1 | 0 | -1 | 1 | -1 | 6 | -4 | 3
C=CCn1c(C)cc(C(=O)Cn2c(C(C)O)nc3ccccc32)c1C (configuration not stated) | -8 | x | 0 | -14 | -2 | 15 | 2
CC(C)Oc1cc(N)c(Cl)cc1Cl | -7 | 4 | x | x | 3 | x | 0
O=C(O)C[C@@H]1C=C[C@@H](NC(=O)c2ccccc2F)[C@H](CO)O1 | x | 0 | -10 | -5 | 4 | 3 | -2
CCOc1ccc(CSC2=NCCN2)cc1[N+](=O)[O-] | x | 2 | x | x | 1 | x | -4

Molecule | miR-122 sensor | SIRT5 block | Cneo AK release | Statin myotox sup | ERp5 block | esBAF inh | ARNT TACC3 PPI
CCCNC(=O)C[C@@H]1C[C@H]2c3cc(NC(=O)C4CCOCC4)ccc3O[C@H]2[C@H](CO)O1 | 2[16.7 µM] | -4 | 12 | -5 | 4 | 1 | -10
CCc1nc(CN2CCN(Cc3ccc(F)c(F)c3)C(CCO)C2)c(C)[nH]1 (configuration not stated) | x | -6 | x | x | 2 | x | -1
COc1ccc(-n2nnnc2-c2cccnc2)cc1 | 1 | x | 2 | 3 | x | -6 | 32
Cc1cc(C(=O)N/N=C/c2cc(Br)ccc2OC(=O)c2ccccc2)n[nH]1 | -32 | x | -3 | x | x | -45 | 2
CCCCCCCC(=O)Nc1cc(C(=O)NCCC)ccc1N1CCC2(CC1)CC(c1cccc(Br)c1)=NO2 | -4 | -3 | -1 | -7 | 2 | -4 | -5
C[C@@H]1CN([C@H](C)CO)C(=O)c2cccc(NC(=O)Nc3ccc4c(c3)OCO4)c2O[C@@H]1CN(C)S(=O)(=O)c1cccs1 | -3[16.7 µM] | 0 | -2 | 22 | 1 | 5 | 5
O=C(C[C@H]1C[C@@H]2c3cc(NC(=O)Nc4ccc(F)cc4)ccc3O[C@@H]2[C@@H](CO)O1)NCC1CC1 | 5[16.7 µM] | x | -2 | -1 | x | 0 | -1
COc1ccc2[nH]c(=O)c(CN(C(=O)NC3CCCCC3)C3CCCC3)cc2c1 | 1 | x | 1 | x | x | x | -1
Cc1ccc(NC(=O)COC(=O)c2cc(=O)c3cc(F)ccc3o2)cc1 | x | -2 | 0 | 9 | -1 | 8 | 18
CCOC(=O)[C@H]1[C@H]2COc3ccc(Cl)cc3[C@@H]2N2C(=O)[C@@H](C)NC(=O)[C@@]12C | 1 | -1 | -4 | -28 | -6 | -7 | -3
O=c1[nH]c2ccccc2cc1CN(Cc1cccnc1)S(=O)(=O)c1ccc(Cl)cc1 | x | 0 | -3 | 36 | 3 | -4 | -9
Cn1c(=O)[nH]c(=O)c2c1nc(OC(=O)c1ccccc1)n2CC(O)COc1ccccc1 (configuration not stated) | -3 | x | -3 | 11 | x | -4 | -9
COc1cccc(NC(=O)C[C@H]2CC[C@H]3[C@H](COc4ccc(NC(=O)C5CCCCC5)cc4C(=O)N3C)O2)c1 | 17[16.7 µM] | 5 | -2 | 6 | 17 | 6 | 5
CC(=O)N1CCN(C(=O)COC(=O)CNC(=O)c2ccc(C)cc2)CC1 | -2 | -2 | 0 | -2 | -1 | -6 | -17
CCOC(=O)CC1C(=O)NCCN1C(=O)c1c(Cl)cccc1Cl (configuration not stated) | 7 | -3 | 3 | -1 | 2 | -4 | -3

# One compound at a time, as listed above. Values in the order: miR-122 sensor, SIRT5 block, Cneo AK release, Statin myotox sup, ERp5 block, esBAF inh, ARNT TACC3 PPI
# Shown for CCCNC(=O)C[C@@H]1C[C@H]2c3cc(NC(=O)C4CCOCC4)ccc3O[C@H]2[C@H](CO)O1 = 2[16.7 µM], -4, 12, -5, 4, 1, -10
# Shown for Cc1cc(C(=O)N/N=C/c2cc(Br)ccc2OC(=O)c2ccccc2)n[nH]1 = -32, x, -3, x, x, -45, 2
# Shown for CCOC(=O)CC1C(=O)NCCN1C(=O)c1c(Cl)cccc1Cl (configuration not stated) = 7, -3, 3, -1, 2, -4, -3

# New compounds follow.
Molecule | miR-122 sensor | SIRT5 block | Cneo AK release | Statin myotox sup | ERp5 block | esBAF inh | ARNT TACC3 PPI
CN(C)CC#Cc1ccc([C@H]2[C@@H](CO)N(C(=O)C3CC3)[C@H]2C#N)cc1 | x | 1 | 0 | 5 | -2 | 4 | 2
O=S(=O)(c1cccc(F)c1)N1CCN(C(=S)NCC2CCCO2)CC1 (configuration not stated) | x | 0 | 0 | 0 | 8 | 2 | -2
CC1CC1C(=O)OCC(=O)N(C)CC(=O)Nc1ccc(F)cc1 (configuration not stated) | -2 | -1 | -1 | -11 | -2 | -6 | -12
NS(=O)(=O)c1ccc2nc(NC(=O)C3CCCO3)sc2c1 (configuration not stated) | x | 3 | x | x | -6 | x | -3
COc1ccccc1C#Cc1cnc2c(c1)C(=O)N([C@H](C)CO)C[C@H](C)[C@H](CN(C)C(C)=O)O2 | 40[16.7 µM] | -4 | 0 | 16 | 0 | -2 | -4
